# Compound activity: PubChem BioAssay, National Center for Advancing Translational Sciences (NCATS)
# TrxR1 substrate = is turned over as a substrate by rat TrxR1. purified TrxR1 substrate turnover, NADPH consumption readout. Potency, µM (series often up to 114 µM), inactives show at the highest dose activity change, negative = substrate turnover. hit rate 0.01% among 390,000. AID 588456; further: on the % scale 0 is the no-effect control and ±100 the full control effect; nearly all actives have a fitted effect of over 50% in size
#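 Rat TrxR1, dispensed at 90 nM, was prereduced with 400 uM NADPH (final) for 5 min at ~22 deg C, then incubated with compound 15 min before 400 uM selenite. A first-read NADPH fluorescence drop versus no-compound background flagged substrates.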
# mIDH1 inhibitor = blocks human mutant IDH1 R132H enzyme; hit rate 0.093% among 390,000; IDH1-R132H enzyme, NADPH consumption, diaphorase/resazurin fluorescence; Potency, µM (doses to about 76.6 µM), inactives show top-dose activity change, negative = inhibition, actives largely listed as inhibitors; O75874; further: on the % scale 0 is the no-effect control and ±100 the full control effect; nearly all actives have a fitted effect of over 65% in size
#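 IDH1-R132H (0.5 ug/mL dispensed) in pH 7.5 Tris buffer was preincubated 30 min with compound, then given a substrate mix of 0.016 mM NADPH and 2 mM alpha-KG for 80 min at room temperature; remaining NADPH was read by diaphorase/resazurin fluorescence.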
# RXFP1 agonist = agonists of human relaxin receptor RXFP1 | HEK293T-RXFP1 cAMP TR-FRET, 30 min; response scale: percent of porcine relaxin response, buffer zero | Potency, µM (series often up to 57.5 µM), for the others: top-dose activation, actives largely listed as activators | hit rate 0.3% among 370,000 | AID 2676; further: on the % scale 0 is the no-effect control and ±100 the full control effect; nearly all actives have a fitted effect of over 60% in size; many of its hits are not listed in these tables
# Target sequence (Q9HBX9 whole entry, looked up): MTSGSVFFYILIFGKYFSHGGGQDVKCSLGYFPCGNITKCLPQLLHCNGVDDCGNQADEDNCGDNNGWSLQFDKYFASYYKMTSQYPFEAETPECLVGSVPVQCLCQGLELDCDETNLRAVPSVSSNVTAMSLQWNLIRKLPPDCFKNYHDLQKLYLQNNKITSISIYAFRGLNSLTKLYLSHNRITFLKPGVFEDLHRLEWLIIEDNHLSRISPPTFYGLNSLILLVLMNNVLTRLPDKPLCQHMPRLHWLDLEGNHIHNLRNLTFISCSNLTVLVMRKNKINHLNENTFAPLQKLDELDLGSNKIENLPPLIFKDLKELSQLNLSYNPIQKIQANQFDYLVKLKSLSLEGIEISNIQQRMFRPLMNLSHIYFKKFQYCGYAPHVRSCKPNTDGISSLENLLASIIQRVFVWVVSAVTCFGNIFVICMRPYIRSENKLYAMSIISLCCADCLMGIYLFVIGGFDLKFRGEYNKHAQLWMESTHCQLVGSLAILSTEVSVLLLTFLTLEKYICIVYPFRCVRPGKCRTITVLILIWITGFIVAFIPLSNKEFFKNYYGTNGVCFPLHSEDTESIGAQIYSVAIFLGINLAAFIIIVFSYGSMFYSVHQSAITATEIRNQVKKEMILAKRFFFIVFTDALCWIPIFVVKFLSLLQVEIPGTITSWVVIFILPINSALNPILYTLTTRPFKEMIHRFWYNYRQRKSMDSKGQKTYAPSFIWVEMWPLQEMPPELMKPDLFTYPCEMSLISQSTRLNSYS
#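 HEK293T cells stably expressing RXFP1 were pretreated with the PDE4 inhibitor Ro 20174, exposed to compounds for 30 min at 37C, lysed, and cAMP was read by TR-FRET. Data normalized to buffer (basal) and 29 nM porcine relaxin (100%).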
# USP1-UAF1 inh = USP1/UAF1 (human) deubiquitinase inhibition; AID 743255; hit rate 0.23% among 390,000; O94782; Potency, µM (series often up to 57.1 µM), inactives show at the top dose activity change, negative = inhibition, actives largely listed as inhibitors; recombinant USP1/UAF1, Ub-Rhodamine cleavage fluorescence; further: on the % scale 0 is the no-effect control and ±100 the full control effect; nearly all actives have a fitted effect of over 60% in size; inactives centre near -12
#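 High-throughput fluorogenic screen: 1nM USP1/UAF1 complex, Ub-Rho substrate 150nM final, 50mM HEPES pH 7.8 with 0.5mM EDTA, 0.1 mg/ml BSA, 1mM TCEP and 0.01% Tween-20.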
# Vif-APOBEC3G blk = blocks the Vif interaction with human APOBEC3G; Q9HC16; hit rate 0.076% among 410,000; HeLa A3G-eYFP + Vif (tagged APOBEC3G with the HIV-1 protein that degrades it), YFP fluorescence, overnight; AID 602310; Potency, µM (titrated, usually from 46.1 µM), inactives show top-dose activity, negative = active, usual class: inhibitors;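 further: on the % scale 0 is the no-effect control and ±100 the full control effect; nearly all actives have a fitted effect of over 60% in size; hits raise eYFP signal because A3G escapes Vif-driven loss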
#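 HeLa cells stably expressing Vif and C-terminally eYFP-tagged A3G, seeded overnight at 37 deg C, then exposed to compound by pintool overnight at 37 deg C. Rise in yellow fluorescence (Ex 488/Em 500-530, Acumen) marks blocked Vif-driven A3G degradation.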
# rTrxR1 inhibitor = rat TrxR1 inhibition | AID 588453 | recombinant rTrxR1, NADPH fluorescence consumption, selenite substrate | O89049 | Potency, µM (doses to about 114 µM), for the others: at the top dose activity change, negative = inhibition, hits mostly inhibitors | hit rate 1% among 390,000; further: on the % scale 0 is the no-effect control and ±100 the full control effect; nearly all actives have a fitted effect of over 65% in size
#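 Rat TrxR1 (90 nM in the dispensed reagent) was pre-reduced with 400 uM NADPH for 5 min at room temperature, then incubated with compound for 15 min. After 400 uM selenite was added, NADPH fluorescence (Ex 340/Em 450 nm) was followed for 8 min.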
# 12-LOX inh = inhibitors of human 12S-lipoxygenase ALOX12; purified 12hLO, xylenol orange hydroperoxide absorbance; Potency, µM (doses to about 108 µM), for inactives: at the highest dose activity change, negative = inhibition, most hits filed as inhibitors; hit rate 1.1% among 580,000; P18054; further: on the % scale 0 is the no-effect control and ±100 the full control effect
#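 Hydroperoxide product was detected by ferrous iron/xylenol orange as the 573 to 405 nm absorbance ratio. Arachidonic acid at 40 uM (final) was turned over for 30 min at room temperature by 150 nM human 12hLO, pH 7.0 Hepes buffer, after 15 min compound preincubation.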
# Vif-APOBEC3F blk = blocks the Vif interaction with APOBEC3F | HeLa A3F-eYFP + Vif (tagged APOBEC3F with the HIV-1 protein that degrades it), YFP fluorescence increase | Potency, µM (doses to about 46.1 µM), without a hit: at the top dose activity, negative = active | hit rate 0.2% among 390,000; further: % of control where 0% means no effect; nearly all actives have a fitted effect of over 65% in size
#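 HeLa cells stably expressing A3F-eYFP plus Vif, plated and incubated overnight at 37 deg C, then exposed to compounds overnight at 37 deg C. Blocked degradation read as raised yellow fluorescence (Ex 488/Em 500-530).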
# RGS4 inh = blocks human RGS4-accelerated GTP hydrolysis | Potency, µM (top dose mostly 114 µM), inactives show top-dose activity change, negative = inhibition, hits mostly inhibitors | hit rate 0.039% among 390,000 | AID 504845 | Transcreener GDP fluorescence polarization, RGS4-accelerated GTP hydrolysis; further: on the % scale 0 is the no-effect control and ±100 the full control effect; nearly all actives have a fitted effect of over 75% in size; some results filed as inactive show a strong effect at the top dose
# Target sequence (P49798 whole entry, looked up): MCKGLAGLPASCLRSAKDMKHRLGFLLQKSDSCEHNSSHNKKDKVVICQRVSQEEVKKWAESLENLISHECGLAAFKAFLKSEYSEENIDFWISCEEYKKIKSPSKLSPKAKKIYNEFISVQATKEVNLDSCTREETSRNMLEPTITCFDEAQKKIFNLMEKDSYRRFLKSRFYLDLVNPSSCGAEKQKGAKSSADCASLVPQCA
#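 MLSMR compounds (23 nl, pin-transferred) preincubated 10 min at room temperature with a 500nM (2x) first reagent, then RGS4 at 900nM (2x) plus Transcreener GDP mix added; fluorescence polarization (620/688 nm) read before and after 90 min at 30 °C.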
# * marks the source's active call; other numbers are inactive results; ? = inconclusive; . = not tested or not shown; & = joins results of further samples; [ ] = remark or other dose. The call rests on the fitted dose curve; in most records, active means well fitted curve in the direction sought with a large enough effect; inconclusive means small, poorly fitted or top-dose-only effect, or another doubt; inactive means no such curve, though single readings can be large; an effect the other way counts as inactive or inconclusive. Potency means the concentration at half of the fitted maximal effect. The list is partial (hit frequency here may not be typical).
# Every second line gives: rTrxR1 inhibitor | TrxR1 substrate | RGS4 inh | Vif-APOBEC3G blk | Vif-APOBEC3F blk | 12-LOX inh | mIDH1 inhibitor | USP1-UAF1 inh | RXFP1 agonist
(1) COc1ccccc1CCC(=O)OCC(=O)NC1CC1
    3%[57.1 µM] | 2%[57.1 µM] | 19% | 0% | 0% | 1% | 8% | -6% | 0.4%
(2) CC(C)(C)OC(=O)C[C@H]1C/C=C\C[C@H](CC(=O)N[C@H](CO)Cc2ccccc2)C(=O)N[C@H](Cc2ccccc2)COC1=O
    -1% | -8% | 8% | -8% | 4% | -9% | -6% | -8% | .
(3) COc1ccc(F)cc1S(=O)(=O)NC1CCCCCC1
    -2%[57.1 µM] | -4%[57.1 µM] | -28% | 0% | 3% | -14% | 0% | -7% | -0.7%
(4) COc1cccc2c1Oc1nc(-c3ccccc3)nc(SCC(=O)Nc3ccccc3)c1C2
    11% | -2% | -9% | -8% | -1% | -27% | 10% | -6% | 3.7%
(5) CCOc1ccc(/C=N/NC(=O)c2cc3c(OC)cc(OC)cc3[nH]2)cc1OC
    11% | 15% | -6% | -21% | 1% | 16% | 3% | ? | 0.8%
(6) CN(C)CCN1C(=O)C2C3C=CC(C3)C2C1=O (stereo not given)
    28% | 4% | 13% | 2% | -4% | 0% | 2% | -17% | 2.4%
(7) CC1(C)CC(=O)C=C(NCc2ccc(Cl)c(Cl)c2)C1
    15% | 12% | -9% | -4% | -14% | 3% | 2% | -23% | -1.8%
(8) CCC(=O)N1c2ccccc2CC1C(=O)N1CCN(c2ccccc2)CC1 (stereo not given)
    7%[57.1 µM] | -1%[57.1 µM] | 8% | -3% | 3% | -28% | -6% | -26% | -0.1%
(9) CCc1cccc(C)c1Nc1c(-c2ccsc2)nc2ncccn12
    -5% | -1% | -6% | 2% | -1% | 1% | 30% | -10% | 4.3%
(10) O=C(Nc1ccc(Cl)cc1)Nc1nnc(CSc2ccc(Cl)cc2)s1
    32% | 4% | 4% | -8% | 11% | -8% | -1% | -24% | 0.0%
(11) O=[N+]([O-])c1ccccc1C(O)Cc1ccccn1 (stereo not given)
    8%[57.1 µM] | -5%[57.1 µM] | -8% | -2% | -4% | -5% | 3% | -7% | .
(12) O=C(NC(Nc1ccc(F)cc1)(C(F)(F)F)C(F)(F)F)c1cccnc1
    0%[57.1 µM] | 3%[57.1 µM] | -9% | 4% | -2% | -19% | 7% | -3% | 0.9%
(13) O=C(Cn1c(NCCO)nc2ccccc21)NCCc1ccccc1
    4%[57.1 µM] | -7% | 2% | 6% | 8% | -19% | -1% | -8% | -2.7%
(14) CC(=O)c1cccc(-n2c(CCC(=O)O)ccc2-c2ccccc2)c1
    50µM* | 2%&3% | ? | 0%&2% | ? | -12%&-29% | 8%&4% | -20%&-24% | 0.6%&-1.2%
(15) Nc1ncn(-c2ncc(C(F)(F)F)cc2Cl)n1
    25%[57.1 µM] | 14%[57.1 µM] | 11% | 3% | -2% | -25% | -3% | -14% | 4.4%
(16) O=C1CCCC(O)=C1C=NCCc1ccccc1
    -1% | -5% | 15% | 0% | -11% | 0% | 1% | -7% | 2.8%
(17) Cc1ccc(-c2cc(C(=O)Nc3nccs3)c3ccccc3n2)c(C)c1
    9%[57.1 µM] | 4%[57.1 µM] | -15% | -11% | -1% | -4% | -9% | -20% | -0.3%
(18) Cc1ccc2[nH]c(=O)c3cc(C(=O)N(C)Cc4ccco4)sc3c2c1
    -55% | 37%[activator][57.1 µM] | ? | -10% | 5% | ? | 2% | -22% | 2.3%
(19) C=CCN(C(=O)CSc1nc2ccsc2c(=O)n1Cc1ccccn1)c1ccccc1
    13%[57.1 µM] | -2%[57.1 µM] | -10% | 2% | 1% | -12% | -3% | 1% | 1.3%
(20) Cc1noc2ncnc(NCc3ccc(Cl)cc3)c12
    -16% | -10% | -2% | 2% | -11% | -15% | -10% | 0% | 1.7%
(21) O=[N+]([O-])c1ccccc1NCCNc1ncc(C(F)(F)F)cc1Cl
    1%[57.1 µM] | 2%[57.1 µM] | -5% | -6% | -14% | 0% | 4% | -19% | 0.8%
(22) COC(=O)CCC(=O)OC1(C)C(=O)C=C2C=C(C3CC3)N(Cc3ccc(OC)cc3)C=C2C1=O (stereo not given)
    9%[57.1 µM] | 0%[57.1 µM] | -9% | 2% | 5% | ? | 1% | ? | -0.7%
(23) CCOC(=O)c1cn2nc(N3CCCCC3)ccc2n1
    8%[11.4 µM] | 6%[11.4 µM] | 5% | 0% | -17% | ? | -3% | 2% | 16%
(24) O=C1/C(=C\c2ccc(O)c(O)c2)Oc2c1ccc(O[C@@H]1O[C@H](CO)[C@@H](O)[C@H](O)[C@H]1O)c2O
    -23% | -23% | -11% | 2% | . | ? | . | . | .
(25) CCOC(=O)COc1ccc(S(=O)(=O)N2CCN(c3ccccc3)CC2)cc1
    -7%[57.1 µM] | -3%[57.1 µM] | -13% | 1% | -4% | . | 3% | 2% | 1.4%
(26) CCOC(=O)c1nnn2c1nc(Nc1cccc(C(F)(F)F)c1)c1ccccc12
    -12%[57.1 µM] | 23%[57.1 µM] | -8% | -5% | -1% | -11% | 2% | -5% | 4.7%
(27) CC1(C)CC(=O)c2cc(OCC(=O)NCCN3CCCc4ccccc43)ccc2O1
    21%[57.1 µM] | 52%[activator][57.1 µM] | -12% | 2% | -10% | 20% | 1% | -10% | 1.7%
(28) CN(CC(=O)Nc1ccc(F)c(F)c1F)C(=O)C1CC(=O)N(c2ccc3c(c2)OCCO3)C1 (stereo not given)
    19% | 0% | 1% | -1% | 1% | ? | -2% | -12% | 1.0%
(29) O=C1CN(C(=O)COC(=O)CCC(=O)c2ccc(F)cc2)c2ccccc2N1
    5% | 5% | -2% | -19% | 1% | 6% | 5% | -4% | .
(30) O=C(CSc1nc2ncccc2[nH]1)Nc1cc(F)ccc1F
    37%[activator] | 5% | -5% | 0% | -1% | -6% | 1% | -10% | 2.8%

# 4 structures from above, sorted by number of heavy atoms, low to high.
# Every second line gives: rTrxR1 inhibitor | TrxR1 substrate | RGS4 inh | Vif-APOBEC3G blk | Vif-APOBEC3F blk | 12-LOX inh | mIDH1 inhibitor | USP1-UAF1 inh | RXFP1 agonist
(16) O=C1CCCC(O)=C1C=NCCc1ccccc1
    -1% | -5% | 15% | 0% | -11% | 0% | 1% | -7% | 2.8%
(25) CCOC(=O)COc1ccc(S(=O)(=O)N2CCN(c3ccccc3)CC2)cc1
    -7%[57.1 µM] | -3%[57.1 µM] | -13% | 1% | -4% | . | 3% | 2% | 1.4%
(26) CCOC(=O)c1nnn2c1nc(Nc1cccc(C(F)(F)F)c1)c1ccccc12
    -12%[57.1 µM] | 23%[57.1 µM] | -8% | -5% | -1% | -11% | 2% | -5% | 4.7%
(2) CC(C)(C)OC(=O)C[C@H]1C/C=C\C[C@H](CC(=O)N[C@H](CO)Cc2ccccc2)C(=O)N[C@H](Cc2ccccc2)COC1=O
    -1% | -8% | 8% | -8% | 4% | -9% | -6% | -8% | .

# The list continues:
# Every second line gives: rTrxR1 inhibitor | TrxR1 substrate | RGS4 inh | Vif-APOBEC3G blk | Vif-APOBEC3F blk | 12-LOX inh | mIDH1 inhibitor | USP1-UAF1 inh | RXFP1 agonist
(31) CC(=O)c1nn(-c2ccc(C(F)(F)F)cc2)c(=O)[nH]c1=O
    -7% | -9% | -2%[56.9 µM] | 2% | 0% | 1% | 0% | -24% | -0.7%
(32) CCC1=Nc2cc(C(=O)NCC3CCCO3)ccc2Sc2ccc(Cl)cc21 (stereo not given)
    12% | 3% | 6% | ? | -4% | 13% | 9% | -19% | 1.7%
(33) CCC(=O)N1CCc2cc(S(=O)(=O)NC(C(=O)NCCc3ccc(Cl)cc3)C(C)C)ccc21 (stereo not given)
    35% | 3% | 2% | -3% | -11% | -17% | 2% | ? | 6.6%
(34) COc1ccccc1/C=C/CN1CCCC(CO)(CCc2ccccc2)C1 (stereo not given)
    7% | 2% | -2% | -2% | -1% | 0% | -2% | -5% | -3.6%
(35) CCCC(=O)N1CCN(C2=NS(=O)(=O)c3ccccc32)CC1
    18% | 10% | -19% | -5% | -13% | -19% | 1% | -13% | -0.7%
(36) CC1(C)Cc2ccccc2C(NN=C2CCCC2)=N1
    14%[57.1 µM] | 11%[57.1 µM] | 18% | 3% | 6% | 418%[activator] | 1% | -14% | 0.0%
(37) CCOc1nc2ccccc2nc1C
    20%[57.1 µM] | 11%[57.1 µM] | -27% | 0% | -9% | -24% | -1% | -13% | 3.6%
